Assay outcomes deposited in PubChem BioAssay by National Center for Advancing Translational Sciences (NCATS).
GAA glycogen mod: GAA glycogen-cleavage inhibition or activation | P10253 | recombinant GAA, glycogen substrate, Amplex Red glucose oxidase fluorescence | Potency, µM (top dose mostly 76.4 µM), inactives show at the top dose activity change, negative = inhibition, actives largely listed as inhibitors | 300,000 tested, 0.38% active | AID 2100;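 also: 0% = full enzyme reaction and -100% = no-enzyme basal signal; the screen sought inhibitors and activators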
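Recombinant human alpha-glucosidase (4 nM final) hydrolysed bovine liver glycogen (30 ug) for 40 min at 37 C in pH 5.0 citrate/phosphate with 0.01% Tween-20. Released glucose detected by glucose oxidase/Amplex Red, Ex 573/Em 610 nm. Compounds up to 77 uM; AC50 from Hill fits.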
Tau ThT inhib: tau fibrillization inhibition (ThT binding); P10636; AID 1460; recombinant tau K18 P301L, heparin-induced fibrillization, ThT fluorescence; Potency, µM (highest dose often 57.4 µM), without a hit: top-dose activity, negative = inhibition, usual class: inhibitors; 270,000 tested, 2.1% active; also: % is scaled to controls: 0 for no effect and ±100 for the full control effect; nearly all actives have a fitted effect of over 55% in size
Target sequence (P10636 561-689 P618L limits assumed): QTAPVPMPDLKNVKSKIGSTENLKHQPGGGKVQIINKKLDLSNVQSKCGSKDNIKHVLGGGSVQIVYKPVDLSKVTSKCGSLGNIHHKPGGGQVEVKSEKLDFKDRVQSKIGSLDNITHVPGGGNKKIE
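Tau K18 P301L fragment (15 uM unlabeled plus 0.24 uM Alexa 594-labeled) in 100 mM sodium acetate pH 7 with compound, fibrillization induced by 20 uM heparin for 6 hr at 37 C. Thioflavin T (30 uM) added, fluorescence read after 1 hr (ex 450, em 510 nm).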
Tau FP inhib: inhibitors of human tau fibril formation. 280,000 tested, 0.39% active. K18 P301L tau heparin fibrillization, Alexa594 FP, 6 h. Potency, µM (doses to about 57.7 µM), inactives show top-dose activity, negative = inhibition, hits mostly inhibitors. P10636; also: % is scaled to controls: 0 for no effect and ±100 for the full control effect; nearly all actives have a fitted effect of over 55% in size
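Compound effects on tau fibrillization are measured by Alexa 594 fluorescence polarization (ex 555, em 632 nm). K18 P301L tau is used at 15 uM with 0.24 uM labeled tracer, and 20 uM heparin induces aggregation over 6 hr at 37 C.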
GAA inhib: blocks human lysosomal alpha-glucosidase | Potency, µM (highest dose often 76.9 µM), without a hit: at the top dose activity change, negative = inhibition, most hits filed as inhibitors | 200,000 tested, 0.005% active | AID 1466 | purified human GAA, 4-MU-alpha-glucoside fluorescence;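 also: plate controls were uninhibited enzyme wells for no effect and no-enzyme background for full effect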
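Endpoint fluorogenic read: 20 min room-temperature reaction of 4 nM human alpha-glucosidase with 400 uM 4-methylumbelliferyl-alpha-D-pyranoside, pH 5.0, quenched with 1M NaOH/1M glycine pH 10. AC50 from Hill modeling.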
GLA spleen mod: alpha-galactosidase A (human) modulation | P06280 | human spleen homogenate, 4MU-alpha-Gal fluorescence, 40 min | Potency, µM (top dose mostly 80 µM), for inactives: top-dose activity change, negative = inhibition, usual class: inhibitors | 240,000 tested, 0.008% active;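 also: 0% = enzyme with vehicle and -100% = no enzyme basal signal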
Target sequence (P06280 32-429 limits assumed): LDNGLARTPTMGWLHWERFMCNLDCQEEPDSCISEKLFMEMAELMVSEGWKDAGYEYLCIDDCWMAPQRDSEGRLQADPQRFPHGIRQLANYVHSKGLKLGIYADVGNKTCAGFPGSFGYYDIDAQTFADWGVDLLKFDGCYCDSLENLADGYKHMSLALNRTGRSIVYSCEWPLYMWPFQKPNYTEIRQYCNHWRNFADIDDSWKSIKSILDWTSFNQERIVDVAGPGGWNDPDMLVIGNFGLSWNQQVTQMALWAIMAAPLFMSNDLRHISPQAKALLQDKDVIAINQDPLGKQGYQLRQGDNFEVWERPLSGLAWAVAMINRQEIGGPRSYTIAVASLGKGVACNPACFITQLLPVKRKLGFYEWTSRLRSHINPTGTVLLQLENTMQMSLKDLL
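qHTS titration in buffer at pH 5.0. Alpha-galactosidase activity in spleen homogenate was measured via 4-methylumbelliferone release from 1 mM fluorogenic substrate after 40 min at 37C and a pH 10 stop. AC50 came from Hill fits of control-normalized data.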
HTT ATP protect: protects HTT-Q103 PC12 cells, measured by ATP; Potency, µM (top dose mostly 56.4 µM), without a hit: cytoprotection (ATP increase), actives largely listed as activators; PC12 HTT-Q103 induced, cytoprotection, ATP luminescence, 40 h; AID 1471; 230,000 tested, 0.14% active;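 also: % of control where 0% means no effect; nearly all actives have a fitted effect of over 45% in size; toxic huntingtin expression switched on by the ecdysone agonist tebufenozide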
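ATP quantification (ATPlite) reports survival of PC12 cells in which tebufenozide, 100 nM final, switches on Htt exon 1 with 103 glutamines linked to GFP; compounds are titrated.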
Tau fluor counter: counter-screen for tau fibril formation inhibitors; tau K18 P301L Alexa594 fluorescence, heparin fibrillization; 280,000 tested, 0.93% active; Potency, µM (highest dose often 57.7 µM), inactives show top-dose activity change, negative = decrease; also: % is scaled to controls: 0 for no effect and ±100 for the full control effect; nearly all actives have a fitted effect of over 55% in size
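Human tau K18 P301L (15 uM unlabeled, 0.24 uM Alexa 594-labeled) in 100 mM sodium acetate pH 7 with 20 uM heparin, 6 hr at 37 C. ThT 30 uM added, 1 hr ambient; Alexa 594 FP and total fluorescence read at 555/632 nm.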
aGlu spleen mod: inhibits or activates alpha-glucosidase in human spleen homogenate. P10253. human spleen homogenate, 4-MU-alpha-glucoside fluorescence. Potency, µM (top dose mostly 79.9 µM), inactives show top-dose activity change, negative = inhibition, hits mostly inhibitors. 240,000 tested, 0.006% active;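 also: 0% = enzyme with vehicle and -100% = no enzyme basal signal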
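Enzyme source: human spleen homogenate, 1 ug/well. Buffer 50 mM citric acid/K phosphate pH 5.0, 0.01% Tween-20. 4-MU-alpha-glucoside 1 mM; 37 C x 40 min; NaOH/glycine stop; fluorescence.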
Active calls of the source: *; ? = inconclusive; . = no result given; & = joins results of further samples; [ ] = another dose, or the depositor's remark. Calls follow the shape of the dose curve; as a rule, active = well fitted curve in the direction sought with a large enough effect; inconclusive = small, poorly fitted or top-dose-only effect, or another doubt; inactive = no such curve, though single readings can be large; an effect the other way counts as inactive or inconclusive. Potency is read from the fitted curve at half-maximal effect.

SMILES | GAA glycogen mod | Tau ThT inhib | Tau FP inhib | GAA inhib | GLA spleen mod | HTT ATP protect | Tau fluor counter | aGlu spleen mod
COc1ccc(NC(=S)N2CCN(C(=O)C3CCCO3)CC2)c(OC)c1 (stereo unspecified) | -1% | -4% | -7% | 0% | -8% | -5%[10 µM] | 4% | -5%
CC1(C)CC(=O)C(C(C2=C(O)CC(C)(C)CC2=O)c2ccco2)C(=O)C1 (stereo unspecified) | -18% | ? | ? | -1% | -2% | 14% | -24% | -10%
Cc1nc2ccccc2c(=O)n1NC(=O)c1ccco1 | 4% | -2% | 2% | 2% | 4% | -15%[10 µM] | 5% | 3%
Cc1onc(-c2ccccc2Cl)c1C(=O)NC(=S)Nc1ccc(C(C)(C)C)cc1 | -2% | . | -9% | . | 15% | -1%[10 µM] | -15% | 4%
COC(=O)/C(=C\Nc1ccc(OC)cc1)NC(=O)c1ccc(Cl)cc1Cl | -20% | ? | 8% | -2% | 3% | -16% | -13% | 0%
Cc1nnc(SCc2cnc(-c3ccccc3)o2)[nH]c1=O | 0% | 3% | 10% | 2% | 1% | -8%[0.074 µM] | 8% | ?
O=C(Cc1ccccc1)Nc1ccccc1C(=O)N1CCCCCC1 | 10% | 1% | 2% | 5% | -3% | 22%[10 µM] | 2% | -6%
O=C(c1ccc(Br)cc1)C1CCc2occc2C1=O (stereo unspecified) | -19% | -14% | -14% | 2% | -8% | -38%[inhibitor][0.074 µM] | -20% | -17%
CC1CN(C(=O)Nc2ccc(C(=O)NCc3ccccc3F)cc2)c2ccccc2S1 (stereo unspecified) | -9%[76.3 µM] | 15% | ? | . | . | . | -26% | .
COc1ccc2cc(C#N)c(N3CCN(C(=O)c4ccccc4C)CC3)nc2c1 | 4% | 1% | 7% | ? | 11% | -90%[inhibitor] | 5% | 9%
COC(=O)Cc1ccc(NC(=S)NCCSc2ccc(C)cc2)cc1 | ? | -5% | -18% | 1% | -15% | -50%[inhibitor] | ? | 2%
CCOc1ccc(NC(=O)CC2C(=O)N(c3ccccc3)C(=O)N2CCc2sccc2C)cc1 (stereo unspecified) | -5%[76.3 µM] | -9% | -8% | . | . | . | ? | .
CCC(Sc1nc2ccncc2[nH]1)C(=O)Nc1cc(C)ccc1C (stereo unspecified) | 2%[76.3 µM] | 5% | -16% | . | . | . | -13% | .
O=C1c2ccccc2C(=O)c2c1ccc(O)c2O | . | 8.9µM* | -7%&-10% | . | -4%&-2% | 6%[1.9 µM] | ? | -4%&2%
Cc1c(NC(=O)CSc2nnnn2-c2ccc(C(=O)O)cc2)c(=O)n(-c2ccccc2)n1C | -3% | -2% | 10% | -2% | 6% | -4%[10 µM] | 2% | 1%
O=C(C=C1CCN(c2ncc(C(F)(F)F)cc2Cl)CC1)NNC(=O)Nc1ccccc1 | -2% | -6% | -2% | 5% | 5% | 9% | -12% | 4%
Cc1c(NC(=O)c2cc(-c3ccc4c(c3)OCO4)on2)c(=O)n(-c2ccccc2)n1C | 5% | -5% | 0% | -3% | -5% | 12% | 0% | -16%
O=C(CSc1nc2cc(Cl)ccc2o1)Nc1ccc(N2CCOCC2)cc1 | 6% | -10% | 3% | 3% | -2% | -9% | -9% | 5%
O=C(N/N=C/C=C\c1ccccc1[N+](=O)[O-])c1cccnc1 | -3% | . | -4% | . | 7% | -1%[10 µM] | -4% | 2%
CCn1c(NC(=O)c2cccs2)nc2ccccc21 | -10% | ? | -4% | 1% | -1% | -4%[10 µM] | -16% | -7%
Cc1ccc(OCC(O)Cn2c(=N)n(Cc3ccccc3)c3ccccc32)cc1 (stereo unspecified) | 0% | -16% | -3% | -8% | -1% | -100%[inhibitor] | -5% | -4%
COc1ccc(-n2c(Cc3cc(=O)[nH]c(=O)[nH]3)nnc2SCC(=O)NC2CCCC2)cc1 | 12% | -2% | -5% | -3%[15.4 µM] | -5% | 5% | -3% | -7%
Cc1c(C(=O)Nc2ccccc2)oc2c1C(=O)CC(C)(C)C2 | 10% | -1% | 3% | -3% | -15% | 6% | -6% | -10%
c1ccc(-n2nnnc2SCc2cccc3nsnc23)cc1 | -5% | -6% | 2% | -1% | 24% | 0% | -12% | -8%
CC(=O)Nc1ccccc1NC(=O)C/C(C)=N/NC(=O)c1ccncc1 | ? | -4% | 1% | 9% | -2% | 16%[10 µM] | 10% | -2%
Cc1cc(OCCN2CCOCC2)ccc1[N+](=O)[O-] | -4% | -5% | -2% | -1% | -3% | 22%[10 µM] | -5% | 4%
CCOC(=O)/C(N=Nc1ccc(F)cc1)=C(/O)c1ccc([N+](=O)[O-])cc1 | -6% | -6% | 0% | -1% | -2% | -7% | -14% | -1%
Cc1cccc(Nc2nnc(SCC(=O)c3ccc(Br)s3)s2)c1C | ? | 8% | 7% | 6% | -7% | 28%[10 µM] | 7% | 5%
Cc1cc(C)c(C)c(S(=O)(=O)NC2CCN(Cc3ccccc3)CC2)c1C | 26% | -1% | -2% | -9% | -3% | -9%[10 µM] | -1% | -4%
CC(=O)c1cc2c(cc1NS(=O)(=O)c1ccccc1F)OCO2 | 3% | 2% | -9% | 2% | -2% | -56%[inhibitor] | -7% | 0%
COC(=O)C1C(=O)c2c([nH]c(C(=O)OCC3CCCO3)c2C)CC1C (stereo unspecified) | 6% | -7% | 9% | -1% | -2% | -10% | 1% | -3%
Cc1ccc(C2=CC(c3ccc(N(C)C)cc3)n3nnnc3N2)cc1 (stereo unspecified) | -3% | ? | 4% | 4%[15.4 µM] | 9% | -22% | -23% | 0%
O=C(O)/C=C/C(=O)NNC(=O)c1ccc(Br)cc1 | -15% | ? | -2% | -6% | -23% | 6%[10 µM] | -8% | -6%
Cc1ccc2c(C)c(C(=O)N3CCC(N4CCC(C(=O)NC5CC5)CC4)CC3)oc2c1 | 2% | 0% | -5% | . | 7% | 23%[10 µM] | 3% | 4%
COCCNC(=O)c1ccccc1NC(=O)CN(c1ccc2c(c1)OCO2)S(C)(=O)=O | 5% | 1% | 0% | 0% | 6% | -26% | 2% | -3%
CC(=O)N1c2ccccc2C(=O)C1N1CCCCC1 (stereo unspecified) | -1% | -5% | 8% | 0% | ? | 7%[10 µM] | 1% | -17%
CC(=O)NC(CCCNC(=S)NC1CCCCC1)C(=O)O (stereo unspecified) | 3% | -2% | 3% | -5% | 10% | . | 1% | 3%
CCOc1ccc(C(=O)CSc2nnc3ccccn23)cc1 | -3% | -13% | -5% | 1% | -4% | -8% | -5% | -5%
CC(C)(C)NC(=O)CSc1nnc(CN2CCCCCC2=O)n1-c1ccccn1 | 9% | -6% | 0% | -2% | -5% | 12% | 0% | -7%
O=C(N/N=C/c1cc([N+](=O)[O-])ccc1Cl)c1cnccn1 | 1% | -12% | -6% | -8% | -3% | 26%[10 µM] | -5% | -5%

Next part (5 carried over from the part before).
SMILES | GAA glycogen mod | Tau ThT inhib | Tau FP inhib | GAA inhib | GLA spleen mod | HTT ATP protect | Tau fluor counter | aGlu spleen mod
CC(=O)N1c2ccccc2C(=O)C1N1CCCCC1 (stereo unspecified) | -1% | -5% | 8% | 0% | ? | 7%[10 µM] | 1% | -17%
CC(=O)NC(CCCNC(=S)NC1CCCCC1)C(=O)O (stereo unspecified) | 3% | -2% | 3% | -5% | 10% | . | 1% | 3%
CCOc1ccc(C(=O)CSc2nnc3ccccn23)cc1 | -3% | -13% | -5% | 1% | -4% | -8% | -5% | -5%
CC(C)(C)NC(=O)CSc1nnc(CN2CCCCCC2=O)n1-c1ccccn1 | 9% | -6% | 0% | -2% | -5% | 12% | 0% | -7%
O=C(N/N=C/c1cc([N+](=O)[O-])ccc1Cl)c1cnccn1 | 1% | -12% | -6% | -8% | -3% | 26%[10 µM] | -5% | -5%
Cc1cc(C)c(NC(=O)c2cc3c(nc4sccn43)s2)c(C)c1 | 4% | -19% | 7% | -1% | -2% | -24% | -7% | 3%
CC(=O)CC(=O)Nc1cccc2c1CCCC2 | 9% | -4% | -2% | -12% | -2% | 9% | -8% | -1%
O=C1C2=CC[C@H]3C(=O)N(C4CCCCC4)C(=O)[C@@H]3[C@@H]2[C@H](O)[C@@H]2O[C@H]12 | . | ? | ? | . | -20%[17.5 µM] | ? | -15%[11.6 µM] | -2%[17.4 µM]
O=C(N/N=C/c1ccco1)/C(=C/c1cccc([N+](=O)[O-])c1)NC(=O)c1ccccc1 | 3% | -2% | -1% | -4% | 6% | 15%[10 µM] | -11% | -3%
O=C(NCc1ccccn1)C1CCN(S(=O)(=O)N2CCCCC2)CC1 | -3% | -9% | -2% | 4% | -1% | 5%[0.074 µM] | -3% | -10%
O=C1CCN(S(=O)(=O)c2ccccc2)CCN1CCOCc1cccc(F)c1 | -8% | -4% | -2% | . | 5% | 18%[10 µM] | -8% | 3%
COc1ccc(N/N=C(\C#N)C(=N)SCc2ccccc2)cc1 | -18% | 14µM* | 5% | -9% | 12% | ? | ? | -1%
Nc1nonc1-c1noc(CCCCCN2C(=O)c3ccccc3C2=O)n1 | 12% | 4% | -5% | -14% | 2% | 13%[1.9 µM] | -3% | -8%
COc1ccc(N(CC(=O)Nc2c(C)n(C)n(-c3ccccc3)c2=O)S(=O)(=O)c2ccccc2)cc1OC | 7% | 8% | 7% | -7% | -23% | . | 8% | -9%
COc1cc2c(cc1OC)-c1cc(NC3CCCCCC3)nc(=O)n1CC2 | -2% | -11% | -8% | -6%[15.4 µM] | 6% | -8% | -11% | -4%
Nc1nc(-c2ccccc2Br)cs1 | -1% | -16% | 0% | 2% | -4% | -4%[10 µM] | -16% | -8%
CCOC(=O)CC(=O)CSc1nc2ccccc2c(=O)n1-c1ccc(C(=O)NCCOC)cc1 | 2% | ? | 7%&7% | 1% | -5% | 5% | -5%&-12% | -4%
